High-throughput results from PubChem BioAssay.
SKN-1 block = suppressors of acrylamide-induced Pgst-4::GFP reporter in worms, primary screen, SKN-1 inhibitor project, whole organism, uHTS, GFP/RFP fluorescence ratio, strain VP596 | actives 0.49% (n = 360,000) | inhibition, % at 21.8 µM | C. elegans VP596 Pgst-4::GFP/RFP ratio, 24 h | AID 624304, 2012;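 active = interference check ratio from 0.5 to 1.5 plus GFP to RFP signal ratio inhibition reaching or exceeding a fixed threshold, cut at about 30% in these data, passing the limit was not always enough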; note: some compounds called inactive have numbers as strong as hits
MT1-MMP act inh = blockers of MT1-MMP proenzyme processing, primary screen, HT1080 RFP-PRO-GFP cells, GFP/RFP fluorescence; GFP/RFP ratio fluorescence, overnight; percent of plate control window, DMSO zero; actives 0.061% (n = 360,000); Matrix metalloproteinase-14 (Homo sapiens), P50281; GFP/RFP ratio change, % at 20 µM;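 active = GFP/RFP ratio change of at least 30% with cell ATP level not reduced by more than half and red fluorescence within 50% of control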; note: strong numbers were not always called active
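Test system: HT1080 cells expressing an RFP-PRO-GFP fluorescent reporter construct / Compound dosing: single-point 20 µM compound, 1% DMSO / Schedule: cells overnight before dosing, compound overnight, 37 °C, 5% CO2 / Evaluation: GFP/RFP fluorescence ratio / Control set: DMSO and RFP-L50D-GFP cell wells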
CSN inh = inhibitors of CSN-mediated cullin deneddylation, primary screen, biochemical, fluorescence polarization, uHTS | COP9 signalosome complex subunit 5 (Homo sapiens), Q92905 | actives 0.38% (n = 360,000) | AID 651999, 2013 | Purified CSN, SCF-Nedd8-OG deneddylation | inhibition, % at 12.5 µM;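 active = pattern-corrected inhibition above about 35%, with an unprinted fluorescence ratio check between 0.5 and 1.5, limit read from the data, passing the limit was not always enough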;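 note: 0% = enzyme with substrate and 100% = substrate without enzyme; some results filed as inactive read as strong as hits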
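Assay system: purified human Csn5 enzyme expressed in HEK293T cells; measure: % inhibition; also added: SCFSkp2-Nedd8OG substrate at 10 nM final; technique: fluorescence polarization; times: reaction 90 min, room temperature; medium: Tris buffer pH 7.5, NaCl, DTT, Tween-20, trehalose, ovalbumin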
Rpn11 block = Rpn11 (PSMD14) deubiquitinase inhibitors, primary screen, biochemical, fluorescence polarization, uHTS; 26S proteasome non-ATPase regulatory subunit 14 (Homo sapiens), O00487; human 26S proteasome, Ub4-pepOG fluorescence polarization; 20S core pre-blocked with epoxomicin; calls only at 20 µM; actives 0.59% (n = 360,000); AID 588493, 2011;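 active = inhibition at 20 µM, scaled to each plate's controls, above about 33%, limit read from the data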
NadD block = inhibitors of S. aureus NadD, primary screen, biochemical, colorimetric, uHTS; Nicotinate-nucleotide adenylyltransferase NadD (Staphylococcus aureus N315); purified NadD enzyme, colorimetric absorbance read-out; inhibition, % at 20 µM; actives 0.78% (n = 360,000); AID 602399, 2012; in the data active = inhibition above about 26%; note: some compounds past the cut are filed as inactive
FAS TE block = FAS thioesterase domain inhibitors, primary screen, biochemical, fluorescence intensity, uHTS; recombinant FAS-TE, OMFH fluorogenic substrate, fluorescence endpoint; inhibition, % at 15 µM; actives 0.67% (n = 360,000); Fatty acid synthase (Homo sapiens), P49327; AID 602261, 2012;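 active = compounds whose normalised, plate-corrected inhibition of enzyme fluorescence in the single-dose primary screen is 50% or more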;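 note: 0% = DMSO with enzyme and 100% = substrate without enzyme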
MLLE-PAM2 inh = inhibitors of PABP1 MLLE–PAM2 peptide binding, primary screen, biochemical, fluorescence polarization, FITC-PAM2, GST-MLLE; inhibition, % at 20 µM; AID 588489, 2011; actives 0.36% (n = 360,000); Polyadenylate-binding protein 1 (Homo sapiens), P11940; in the data active = inhibition above about 35%, passing the limit was not always enough;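 note: plate controls were DMSO wells with GST-MLLE for no effect and wells lacking GST-MLLE protein for full effect; some results filed as inactive read as strong as hits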
Neddylation inh = inhibitors of cullin neddylation, primary screen, biochemical, TR-FRET, uHTS, NAE and Ubc12 | actives 0.58% (n = 360,000) | calls only at 25 µM | AID 651699, 2012 | NEDD8-conjugating enzyme Ubc12 (Homo sapiens) + NEDD8-activating enzyme E1 regulatory …; in the data active = inhibition above about 36%
Rin1-Abl PPI inh = inhibitors of Rin1-Abl protein binding, primary screen, biochemical, TR-FRET; actives 0.4% (n = 360,000); inhibition, % at 7.35 µM; AID 588664, 2011; in the data active = inhibition above about 5%, passing the limit was not always enough
* hit, by the source's call; i = inactive; . = not tested or not shown; & = joins results of further samples.

cpd	SMILES	SKN-1 block	MT1-MMP act inh	CSN inh	Rpn11 block	NadD block
1	CC1(C(=O)Nc2cccc3ccccc23)CC1(Br)Br (configuration not stated)	11	7	4	i	-1
2	COc1cc(C(F)(F)F)nc2c(Br)c(C(C)(C)C)nn12	6	3	-2	i	-3
3	CCCCN1CC(C)(C)[C@H](CC(=O)NC)C1=O	-1	0	4	i	2
4	COC(=O)C(C(=O)OC)c1ccccc1CNS(=O)(=O)c1ccc(C)cc1	5	0	1	.	.
5	Cn1c(Cc2ccccc2)nnc1SCC(=O)NCCc1ccccc1	-3	-4	-8	i	2
6	CCN1CCN(C(=O)C2CCN(S(=O)(=O)c3cccc4cccnc34)CC2)CC1	0	-1	-8	i	5
7	O=C(OCn1ncc(Cl)c(Cl)c1=O)c1ccc(C(F)(F)F)cc1	-8	-3	27	i	-2
8	S=C1NCCN1CC1CCN(CC2CCCC2)CC1	12	0	-1	i	0
9	COc1cccc(NC(=O)Nc2ccc(CC(=O)O)cc2)c1	1	-1	-2	i	2
10	Cc1cc(C)cc(NC(=O)CS(=O)(=O)c2cccc3nsnc23)c1	17	0	4	i	-14

cpd	FAS TE block	MLLE-PAM2 inh	Neddylation inh	Rin1-Abl PPI inh
1	6	1	i	2
2	14	-6	.	-2
3	-8	2	i	-6
4	.	.	i	.
5	-6	-2	i	1
6	-4	-8	i	3
7	33	-17	i	-3
8	-11	12	i	-4
9	-3	4	i	1
10	0	-4	i	-1

Following part.
cpd	SMILES	SKN-1 block	MT1-MMP act inh	CSN inh	Rpn11 block	NadD block
11	Cc1nc(-c2ccccn2)nc(N2CCOCC2)c1Cl	12	-1	-5	i	2
12	CC(=O)Nc1ccc(CN2CCN(CCc3ccccc3)C(CCO)C2)cc1 (configuration not stated)	-2	0	-3	i	-6
13	CC1CCCN(C(=O)C(=O)c2cn(CC(=O)N3CCCCCC3)c3ccccc23)C1 (configuration not stated)	12	-4	5	i	7
14	CCc1ccc(C(=O)OCC(=O)NCCNC(=O)COC(=O)c2ccc(CC)cc2)cc1	9	-2	-5	i	-8
15	CN(C)S(=O)(=O)c1ccc(C(=O)OCn2nnc3ccccc3c2=O)cc1	-4	1	5	i	3
16	COc1ccc(NC(=O)C(C)NS(=O)(=O)c2ccc(NC(C)=O)cc2)cc1Cl (configuration not stated)	-18	2	-1	i	-5
17	CC(=O)Nc1ccc(S(=O)(=O)NNC(=O)COc2cc(C)ccc2C(C)C)cc1	-1	-3	4	i	-4
18	CCOc1ccc(S(=O)(=O)NCCC(=O)NCC(c2ccc(OC)cc2)N2CCCCC2)cc1 (configuration not stated)	-5	3	-1	i	-5
19	Cc1cccc(OC(=O)c2cccnc2)c1C	6	1	7	i	3
20	CN(Cc1ccccc1)C(=O)CN1CCN(C(c2ccccc2)c2ccccc2)CC1	8	-5	-10	i	-7

cpd	FAS TE block	MLLE-PAM2 inh	Neddylation inh	Rin1-Abl PPI inh
11	-3	7	i	2
12	-4	7	i	3
13	-10	8	i	0
14	-4	1	i	-1
15	6	6	i	-1
16	-10	6	i	-2
17	-4	27	i	-1
18	-4	0	i	-2
19	-1	7	i	0
20	16	9	i	0

Following part:
cpd	SMILES	SKN-1 block	MT1-MMP act inh	CSN inh	Rpn11 block	NadD block
21	Cc1ccc(NC(=O)CCC(=O)NNC(=O)COc2cccc3ccccc23)c(C)c1	5	1	0	i	0
22	CSc1ccc(S(=O)(=O)Nc2ccccc2C(=O)N2CCOCC2)cc1	17	-3	-1	i	1
23	O=C(Nc1cccc(S(=O)(=O)N2CCCCC2)c1)c1ccc2c(=O)n3c(nc2c1)CCCCC3	10	-2	-3	i	5
24	COc1cc(NC(=O)c2cccc3c2C(=O)N(Cc2cccnc2)C3)cc(OC)c1OC	-14	6	1	i	5
25	O=C(c1ccco1)N1CCN(C(=O)c2ccccc2OC(=O)C23CC4CC(CC(C4)C2)C3)CC1	9	-7	-3	i	6
26	COc1cc(NC(=O)CSc2nnnn2-c2ccccc2)cc(OC)c1OC	-11	6	-1	i	2
27	O=C(/C=C/c1ccc(O)c(O)c1)O[C@@H]1C[C@](O)(C(=O)O)C[C@@H](O)[C@H]1O	14&-8	2&3	-3&2	i	3&0
28	CCOC(=O)c1ccc(N2C(=O)CC(SCC(N)C(=O)OCC)C2=O)cc1 (configuration not stated)	1	-9	5	i	-5
29	Nn1c(SCC(=O)N2CCN(S(=O)(=O)c3ccc(Cl)cc3)CC2)nnc1-c1cccs1	-41	0	-1	i	-3
30	CN(c1ccccc1)S(=O)(=O)c1ccc(NC(=O)C2CC2)cc1	7	-1	-1	i	-2

cpd	FAS TE block	MLLE-PAM2 inh	Neddylation inh	Rin1-Abl PPI inh
21	-10	-8	i	-1
22	-3	0	i	5
23	60*	-4	i	-4
24	-2	3	i	-1
25	6	7	i	3
26	-11	4	i	-3
27	-3&-4	6&1	i	4&2
28	-5	35	i	4
29	2	-31	i	-1
30	6	-9	i	3

2 entries from above in another layout.
No.	Structure	SKN-1 block	MT1-MMP act inh	CSN inh	Rpn11 block	NadD block	FAS TE block	MLLE-PAM2 inh	Neddylation inh	Rin1-Abl PPI inh
29	Nn1c(SCC(=O)N2CCN(S(=O)(=O)c3ccc(Cl)cc3)CC2)nnc1-c1cccs1	-41	0	-1	i	-3	2	-31	i	-1
22	CSc1ccc(S(=O)(=O)Nc2ccccc2C(=O)N2CCOCC2)cc1	17	-3	-1	i	1	-3	0	i	5

(further entries)
cpd	SMILES	SKN-1 block	MT1-MMP act inh	CSN inh	Rpn11 block	NadD block
31	Cc1ccc(C(=O)N/C(=C\c2ccco2)C(=O)NCCCn2ccnc2)cc1C	4	1	10	i	6
32	CCN(CC)CCn1c2c(c(SCC(=O)Nc3nc(C)cs3)nc1=O)CCCC2	-11	3	-3	i	2
33	C=CCNC(=O)c1ccc2nc(-c3ccccc3)c(-c3ccccc3)nc2c1	-14	2	0	i	-7
34	COc1ccc2[nH]c3c(c2c1)CCN1C(=O)C(CC(=O)NCc2ccc(OC)c(OC)c2)C[C@H](C(=O)N2CCOCC2)[C@@]31CCC1CCCC1 (some centres not stated)	12	-10	-2	i	-8
35	NC(=S)N=Nc1c(O)n(CC(=O)Nc2ccccc2)c2ccccc12	-2	2	3	i	5
36	O=C(N/N=C/c1ccc2c(c1)OCO2)c1ccc(Cl)cc1Cl	0	-2	1	i	-7
37	COc1ccc(OC)c(S(=O)(=O)N2CCC(C(=O)NCc3ccncc3)CC2)c1	-10	0	2	i	-2
38	CCOC(=O)Nc1cc2c(C)cc(=O)oc2cc1C	10	1	-1	i	3
39	Cc1c(N=Cc2cc(Br)cc(Br)c2O)cccc1C(=O)O	-8	2	1	i	6
40	CCCCCn1c(CN2CCN(c3cccc(Cl)c3)CC2)nc2c1c(=O)n(C)c(=O)n2C	16	-3	-2	i	0

cpd	FAS TE block	MLLE-PAM2 inh	Neddylation inh	Rin1-Abl PPI inh
31	-9	3	i	-2
32	-3	-6	i	-1
33	15	-3	i	-4
34	43	-4	i	-1
35	-4	-14	i	4
36	3	5	i	5
37	-3	10	i	0
38	-5	1	.	3
39	-11	18	i	0
40	79*	3	i	-4

Quoted at random: 2 compounds from above
cpd	SMILES	SKN-1 block	MT1-MMP act inh	CSN inh	Rpn11 block	NadD block
40	CCCCCn1c(CN2CCN(c3cccc(Cl)c3)CC2)nc2c1c(=O)n(C)c(=O)n2C	16	-3	-2	i	0
36	O=C(N/N=C/c1ccc2c(c1)OCO2)c1ccc(Cl)cc1Cl	0	-2	1	i	-7

cpd	FAS TE block	MLLE-PAM2 inh	Neddylation inh	Rin1-Abl PPI inh
40	79*	3	i	-4
36	3	5	i	5

(next part)
cpd	SMILES	SKN-1 block	MT1-MMP act inh	CSN inh	Rpn11 block	NadD block
41	CCCn1c(SCC(=O)N2CCCC2=O)nc2ccccc2c1=O	0	6	-1	i	-6
42	COc1cc2nc(N3CCNCC3)nc(N)c2cc1OC	-12	-3	116*	i	34*
43	CN(C)/C=C/C(=O)c1cc(N2CCOCC2)ccc1[N+](=O)[O-]	2	1	-2	i	-1
44	COC(=O)C1N[C@@H]([C@@H](NC(=O)COc2ccccc2)C(=O)NC2CC2)SC1(C)C (some centres not stated)	11	3	-2	i	-3
45	CCOC(=O)CCc1c(C)c2ccc(OCC(=O)N3CCOCC3)c(C)c2oc1=O	-14	9	-4	i	7
46	CCOC(=O)c1cnc2c(C(F)(F)F)cccc2c1N1CCOCC1	-1	-3	2	i	1
47	COC(=O)NC(Nc1sc2c(c1C(N)=O)CCCC2)(C(=O)OC)C(F)(F)F (configuration not stated)	8	-1	-3	i	5
48	N#CCSc1nnc(N)s1	4	-4	0	i	-5
49	CC(=O)N(C)c1ccc(NC(=S)NC(=O)/C=C/c2ccco2)cc1	6	1	4	i	3
50	CC(=O)NC(c1cccc(F)c1)c1nc(/C=C/c2ccccc2)cs1 (configuration not stated)	28	0	-3	i	-2

cpd	FAS TE block	MLLE-PAM2 inh	Neddylation inh	Rin1-Abl PPI inh
41	-3	-9	i	-2
42	-11	-41	.	8.2*
43	-6	4	i	0
44	-6	10	i	2
45	-6	-4	.	1
46	0	5	i	-2
47	-7	-31	i	0
48	-8	18	i	1
49	0	34	i	-2
50	17	13	i	-6

Additional results:
cpd	SMILES	SKN-1 block	MT1-MMP act inh	CSN inh	Rpn11 block	NadD block
51	O=C(NCc1nnc2c(C(F)(F)F)cc(Cl)cn12)c1cccnc1	13	-1	1	i	0
52	O=C(NCCS(=O)(=O)N1CCCCC1)c1ccc2c(c1)OCO2	3	2	0	i	-8
53	CCN(CC)CCOc1nnc(-c2ccc(OC)cc2)c2ccccc12	6	3	-5	i	-4
54	Cc1ccc(Cc2nnc(SCC(=O)Nc3ccccc3)[nH]c2=O)cc1	6	3	1	i	-1

cpd	FAS TE block	MLLE-PAM2 inh	Neddylation inh	Rin1-Abl PPI inh
51	-4	-16	i	-1
52	-6	7	i	0
53	-4	18	i	-1
54	-4	16	i	0
